High-throughput results: PubChem BioAssay, National Center for Advancing Translational Sciences (NCATS)
3T3 cytotox = cytotoxic compounds in NIH 3T3 cells; 4.3% of 94,000 active; AID 1345082; NIH 3T3 viability, CellTiter-Glo ATP luminescence, 48-72 h; Potency, µM (top dose mostly 96.7 µM), for inactives: at the top dose activity change, negative = cytotoxicity, most hits filed as inhibitors; also: potency is read from the fitted curve at half-maximal effect; nearly all actives have a fitted effect of over 55% in size
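ATP-dependent luminescence (CellTiter-Glo) served as the viability signal for NIH 3T3 cells treated with compound for 48 or 72 hr at 37 °C.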
SNCA expr inh = reduces expression of the alpha-synuclein gene. HEK-293 SNCA-luciferase knock-in, luminescence, 24 h. Potency, µM (series often up to 57.2 µM), inactives show top-dose activity change, negative = inhibition, actives largely listed as inhibitors. 0.17% of 140,000 active. AID 1671194;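 also: potency is read from the fitted curve at half-maximal effect; plate controls were DMSO cells for no effect and cell-free wells for full effect; nearly all actives have a fitted effect of over 45% in size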
GPT2 inh = GPT2 alanine aminotransferase inhibition | Recombinant GPT2, coupled pyruvate oxidase/HRP Amplex Red fluorescence | Potency, µM (top dose mostly 57.7 µM), for the others: at the top dose activity change, negative = inhibition, actives largely listed as inhibitors | 0.25% of 100,000 active | AID 1671188; also: potency is read from the fitted curve at half-maximal effect; nearly all actives have a fitted effect of over 60% in size; many of its hits are not listed in these tables
Target sequence (Q8TD30 whole entry, looked up): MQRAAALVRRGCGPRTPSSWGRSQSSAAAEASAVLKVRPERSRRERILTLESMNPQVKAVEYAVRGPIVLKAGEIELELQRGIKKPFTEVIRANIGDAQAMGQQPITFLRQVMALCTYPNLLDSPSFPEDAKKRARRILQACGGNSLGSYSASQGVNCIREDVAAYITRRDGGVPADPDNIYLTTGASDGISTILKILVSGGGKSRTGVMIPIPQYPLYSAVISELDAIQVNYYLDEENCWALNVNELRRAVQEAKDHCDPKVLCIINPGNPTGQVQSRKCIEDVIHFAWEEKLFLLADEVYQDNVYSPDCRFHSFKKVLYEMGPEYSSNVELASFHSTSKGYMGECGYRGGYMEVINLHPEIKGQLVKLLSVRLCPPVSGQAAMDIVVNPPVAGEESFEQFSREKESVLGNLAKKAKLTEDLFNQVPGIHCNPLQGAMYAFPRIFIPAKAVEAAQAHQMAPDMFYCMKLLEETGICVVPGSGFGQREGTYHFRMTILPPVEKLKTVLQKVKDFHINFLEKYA
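GPT2 10ng/uL, a-KG 250uM, L-Ala 2mM, HEPES pH7.5 + 0.0001% Tween; 30 min RT. Then Amplex mix (PO/HRP/ThPP), 30 min RT dark, fluorescence. AOA 50uM used as positive control.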
IP6K1 inh = blocks human inositol hexakisphosphate kinase 1; Q92551; IP6K1 kinase, ADP-Glo luminescence, 2 h; stronger effect = lower value; 0.81% of 140,000 active; activity change, % (series mostly up to about 58 µM); AID 1645851; in the data active = activity change below about -25%
Target sequence (Q92551 whole entry, looked up): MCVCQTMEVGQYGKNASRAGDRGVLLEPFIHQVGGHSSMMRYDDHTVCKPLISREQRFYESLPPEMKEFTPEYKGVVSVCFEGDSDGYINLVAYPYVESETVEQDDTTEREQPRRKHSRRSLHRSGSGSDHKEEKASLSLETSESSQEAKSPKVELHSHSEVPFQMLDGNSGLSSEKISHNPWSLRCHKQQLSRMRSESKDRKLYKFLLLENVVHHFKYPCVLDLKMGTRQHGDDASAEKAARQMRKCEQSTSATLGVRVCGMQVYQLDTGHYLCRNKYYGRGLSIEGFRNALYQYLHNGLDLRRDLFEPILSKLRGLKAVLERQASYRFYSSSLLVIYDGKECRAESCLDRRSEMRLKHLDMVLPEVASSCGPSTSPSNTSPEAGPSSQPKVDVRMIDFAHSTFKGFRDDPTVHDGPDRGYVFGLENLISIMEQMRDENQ
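ADP-Glo luminescence measures ADP made by human IP6K1 during a 2 h RT reaction with ATP/IP6 (mix at 1.3 mM/130 uM); top library doses 57.5 and 19.1 uM final.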
HEK293 tox = HEK 293 cell cytotoxicity; HEK 293 viability, ATP luminescence (CellTiter-Glo), 48-72 h; Potency, µM (top dose mostly 115 µM), for the others: at the highest dose activity change, negative = cytotoxicity, most hits filed as inhibitors; 6.6% of 94,000 active; also: potency is read from the fitted curve at half-maximal effect; nearly all actives have a fitted effect of over 60% in size
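ATP-coupled CellTiter-Glo luminescence served as viability read-out, recorded 10 min after reagent addition at room temperature. HEK 293 cells, 250 cells/well, had been incubated with pintool-transferred compound for 48 or 72 hr at 37 degree Celsius.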
FLuc inh = Photinus pyralis luciferase inhibition. AID 1347043. Potency, µM (doses to about 115 µM), without a hit: top-dose activity change, negative = inhibition, most hits filed as inhibitors. 2.5% of 76,000 active. purified P. pyralis luciferase, luminescence, biochemical; also: potency is read from the fitted curve at half-maximal effect; nearly all actives have a fitted effect of over 65% in size
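Inhibitors were tested against purified firefly luciferase in a biochemical, low-substrate format (both substrates at 10uM) and luminescence measured with a CCD imager.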
HEK293 viab = counter-screen for SNCA expression inhibitors: cell viability; HEK-293-SNCA-luc viability, GF-AFC fluorescence, 24 h; Potency, µM (doses to about 57.1 µM), for inactives: top-dose activity change, negative = cytotoxicity, usual class: cytotoxic; 0.12% of 150,000 active; AID 1671193;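 also: potency is read from the fitted curve at half-maximal effect; 0% = DMSO-treated cells and -100% = medium-only wells without cells; nearly all actives have a fitted effect of over 30% in size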
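Cytotoxicity counterscreen: after 24 h compound treatment of genome-edited SNCA-luciferase HEK-293 cells, live-cell protease substrate GF-AFC read by fluorescence after 30 min; activity scaled between DMSO (0%) and medium-only (-100%), curves Hill-fitted.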
* hit, by the source's call; i = inactive; u = inconclusive; x = no result given; [ ] = dose if it differs, or a comment. Unless noted, calls follow the shape of the dose curve; as a rule, active = well fitted curve in the direction sought with a large enough effect; inconclusive = small, poorly fitted or top-dose-only effect, or another doubt; inactive = no such curve, though single readings can be large; an effect the other way counts as inactive or inconclusive. Unless noted, % is scaled to controls: 0 for no effect and ±100 for the full control effect.

SMILES	3T3 cytotox	SNCA expr inh	GPT2 inh	IP6K1 inh	HEK293 tox	FLuc inh	HEK293 viab
CC(=O)N1CC2(CCCN2Cc2cccc(C(N)=O)c2)Cc2ccccc21 (configuration not stated)	2%	-4%	i	-16	1%	x	5%
CCc1ccccc1NC(=O)c1cc(S(=O)(=O)N2CCCC2)cn1C	x	7%	x	14	x	x	13%
COC(=O)[C@H]1CCCN1C(=O)[C@@H]1C[C@H](NC(=O)NC2CCCCC2)CN1C(=O)CSC	1%	-1%	i	-12	i	-3%	6%
CCn1ccc(C(=O)N2CCC(c3noc(-c4cnccn4)n3)C2)n1 (configuration not stated)	-3%	-11%	4%	4	6%	-1%	-6%
O=C(c1cccc(C(F)(F)F)c1)N1CC2CC(C1)[C@H]1CCCC(=O)N1C2 (some centres not stated)	0%	u	i	-6	-11%	-10%	8%
CC(=O)c1cc(CN2CCC(n3nccc3NC(=O)Cc3ccccc3)CC2)cs1	-16%	u	i	2	u	3%	-6%
CCN(c1ncnc2c1c(-c1ccccc1)cn2-c1ccccc1)C1CCCCC1	x	38%[activator]	x	11	x	x	10%
COc1ccc(Cn2c(C(=O)O)c(CNCc3ccc(SC)cc3)c3ccc(OC)cc32)cc1	x	15%	x	-1	x	x	u
COc1ccc(-c2ccc(NS(=O)(=O)c3cccc(C)c3)cc2)nn1	x	24%	x	-7	x	x	1%
COc1cccc(N2C(=O)NC(=NC3CCCCC3)C23CCN(Cc2cccn2C)C3)c1 (configuration not stated)	-10%	-25%	4%	3	-7%	x	u
COc1cccc(CNC(=O)[C@@H]2C[C@@H](O)CN2C2CCN(C(=O)c3ccc(OC)c(F)c3)CC2)c1	-17%	-21%	i	-5	-21%	6%	4%
Cn1ncc2c(C(=O)NCC3CCCCC3)cc(C(C)(C)C)nc21	-23%[138 µM]	-9%[87.6 µM]	-3%[88.5 µM]	14	-17%[172 µM]	x	5%[12.5 µM]

Overlap with the part before: two compounds, followed by the next part.
SMILES	3T3 cytotox	SNCA expr inh	GPT2 inh	IP6K1 inh	HEK293 tox	FLuc inh	HEK293 viab
COc1cccc(CNC(=O)[C@@H]2C[C@@H](O)CN2C2CCN(C(=O)c3ccc(OC)c(F)c3)CC2)c1	-17%	-21%	i	-5	-21%	6%	4%
Cn1ncc2c(C(=O)NCC3CCCCC3)cc(C(C)(C)C)nc21	-23%[138 µM]	-9%[87.6 µM]	-3%[88.5 µM]	14	-17%[172 µM]	x	5%[12.5 µM]
Cc1c(C(=O)N(Cc2cccc(OCC3CCOC3)c2)Cc2ccccn2)[nH]c2ccc(Cl)cc12 (configuration not stated)	-12%	16%	i	2	u	3%	-6%
COc1ccc(-c2nc(C3CC(=O)N(c4ccc(F)c(Cl)c4)C3)no2)c(C)c1 (configuration not stated)	-16%	u	1%	-9	-1%	-10%	u
CO[C@H]1[C@H](NC(=O)Cc2ccc(O)cc2)c2ccccc2C12CCNCC2	-12%	-9%	-2%	10	-19%	3%	-3%
O=C1Nc2ccccc2CNC12CCN(CC1CCNC1)CC2 (configuration not stated)	i	-7%	i	15	i	x	-2%
CCn1cc(-c2ccc(C)cc2)cc1C(=O)NC1CC1	-4%	10%	0%	-3	-1%	0%	3%
COC(=O)c1c(NC(=O)COc2ccccc2Cl)sc2c1CCC(C(C)(C)C)C2 (configuration not stated)	x	30%	x	9	x	x	-6%
O=C(Nc1cccc(Cl)c1)c1nc2sccn2c1-c1cccc(C(F)(F)F)c1	u	u	0%	4	u	x	-6%
Cc1ccc(NC(=O)Cn2c(=O)n(-c3ccccc3)c(=O)c3c2cc(C)n3C)cc1	22µM*	-5%	3%	24	40µM*	-4%	-20%
COc1cc(NC(=O)Cn2ncc3c(=O)oc4ccccc4c32)cc(OC)c1OC	x	-6%	x	-10	x	x	1%
CCOc1ccc(NC(=O)Cn2c(=O)n(CCCC(=O)NCc3ccc4c(c3)OCO4)c(=O)c3ccccc32)cc1	x	33%	x	5	x	x	-5%
Cc1cc(C(F)(F)F)nn1CC(=O)NCC1Cn2cccc2C(=O)N1CC(C)C (configuration not stated)	-20%	-25%	-12%	17	-8%	8%	-9%
CCn1c(=O)c2sccc2n2c(CCCC(=O)N3CCN(c4cccc(Cl)c4)CC3)nnc12	x	10%	x	-14	x	x	-7%

Part of the list above, as a markdown table:
| canonical_smiles | 3T3 cytotox | SNCA expr inh | GPT2 inh | IP6K1 inh | HEK293 tox | FLuc inh | HEK293 viab |
| --- | --- | --- | --- | --- | --- | --- | --- |
| O=C(Nc1cccc(Cl)c1)c1nc2sccn2c1-c1cccc(C(F)(F)F)c1 | u | u | 0% | 4 | u | x | -6% |
| Cc1ccc(NC(=O)Cn2c(=O)n(-c3ccccc3)c(=O)c3c2cc(C)n3C)cc1 | 22µM* | -5% | 3% | 24 | 40µM* | -4% | -20% |

Next results.
SMILES	3T3 cytotox	SNCA expr inh	GPT2 inh	IP6K1 inh	HEK293 tox	FLuc inh	HEK293 viab
CCCN1CCN(CCCNC(=O)c2cc3c(=O)n(CC)c4ccccc4c3s2)CC1	x	44%[activator]	x	27	x	x	3%
CCOc1ccc2c(n1)CCN(C(=O)NC1CCCCC1)C2	-22%	38%[activator]	-2%	3	u	-24%	-4%[12.5 µM]
COc1ccc2[nH]c3c(c2c1)CCNC31CCN(C(=O)c2cnn(C)c2)CC1	3%	21%	i	-9	-10%	8%	-16%[12.5 µM]
CN(C)S(=O)(=O)c1ccc2c(c1)N(CC(=O)NCc1ccc(F)cc1)C(=O)CS2	x	4%	x	11	x	x	2%
COc1cc(CN(C(=O)COc2ccc(C)cc2)c2ccccn2)cc(OC)c1OC	x	140%[activator]	x	10	x	x	-7%
O=C1CC(Cc2ccccn2)CN1c1ccccc1 (configuration not stated)	-5%	9%	i	2	-10%	-12%	14%
COCC1CN(C2CCC2)CC12CCN(C(=O)c1ccc(OC)nc1)CC2 (configuration not stated)	u	-10%	i	-8	u	7%	-11%
CC1=C(C(=O)Nc2ccccc2)C(c2ccccc2Cl)n2ncc(C(=O)Nc3cccc(C)c3)c2N1 (configuration not stated)	x	-11%	x	-5	x	x	3%
CCc1ccc(N2C(=O)CS(=O)(=O)C23C(=O)N(Cc2ccccc2F)c2ccccc23)cc1 (configuration not stated)	x	-29%	x	4	x	x	-13%
C/C=C/C=C/C1=C2C(=O)C3(C)C4C(C(=O)CC(O)/C=C/C)=C(O1)C1(C)C2C2(C)OC1(O)C4(C)OC23O (configuration not stated)	x	x	u	1	x	x	u
CCS(=O)(=O)c1ccccc1C(=O)N1CCN(c2nc3ccccc3s2)CC1	x	-23%	x	6	x	x	-4%
COc1ccccc1-c1nc(C(=O)NCc2cccnc2)n2ccccc12	u	3%	i	-10	u	x	-9%
CCCNC(=O)C1CCC(Cn2c(=O)c3sccc3n(CC(=O)N(CC)CC)c2=O)CC1 (configuration not stated)	x	u	x	-3	x	x	18%
Cc1ccc(CNC(=O)c2c(O)nc3ccccn3c2=O)cc1	x	1%	x	8	x	x	8%
COc1ccc(OC2CCN(C(C)=O)CC2)c(C(=O)N2CCCCC2CCO)c1 (configuration not stated)	3%	-19%	i	26	2%	-20%	6%
Cc1ccc(C2Cn3nnc(C(=O)N4CCC(C(=O)Nc5ccc(F)c(C)c5)CC4)c3CO2)cc1 (configuration not stated)	i	110%[activator]	i	6	5%	u	-4%
CCOC(=O)c1cc2c(=O)n3ccccc3nc2n(CC2CCCO2)c1=NC(=O)c1ccc(C)cc1 (configuration not stated)	x	48%[activator]	x	-9	x	x	u
CNC(=O)N1CCCC(c2nc(CCOCC3CCCC3)no2)C1 (configuration not stated)	-29%	48%[activator]	3%	6	u	-14%	10%
CN(C)C(=O)N1CCCC(C(=O)N2CCC(N3CCOC3=O)CC2)C1 (configuration not stated)	i	12%[87.6 µM]	3%[88.5 µM]	18	-7%[172 µM]	x	9%[87.6 µM]
Cc1ccc(CNC(=O)CNC(=O)c2ccc(-c3cnc4ccccc4c3)cc2)o1	-28%	19%	i	-5	u	x	-24%
CCOc1ccc(NC(=O)CN2C(=O)c3ccccc3Sc3ccc(C(=O)OC)cc32)cc1	x	-8%	x	1	x	x	3%
CC1(COCC2CC2)COc2ccc(C(=O)Nc3cccnc3)cc2N1 (configuration not stated)	-24%[138 µM]	30%[87.6 µM]	u	10	u	u	-8%[87.6 µM]
FC(F)(F)Oc1ccc(CNC2(Cc3cc(CN4CCOCC4)on3)COC2)cc1	-18%[174 µM]	-24%[87.6 µM]	u	18	u	-5%[172 µM]	2%[87.6 µM]
COC(=O)N1CC2(Cc3ccccc3N(C(C)=O)C2)C1	i	16%[87.6 µM]	1%[88.5 µM]	-25*	-8%[172 µM]	-1%[172 µM]	19%[87.6 µM]

Compounds from the list above that have two or more sulfur atoms, in the order listed:
SMILES	3T3 cytotox	SNCA expr inh	GPT2 inh	IP6K1 inh	HEK293 tox	FLuc inh	HEK293 viab
CN(C)S(=O)(=O)c1ccc2c(c1)N(CC(=O)NCc1ccc(F)cc1)C(=O)CS2	x	4%	x	11	x	x	2%
CCS(=O)(=O)c1ccccc1C(=O)N1CCN(c2nc3ccccc3s2)CC1	x	-23%	x	6	x	x	-4%

(further entries)
SMILES	3T3 cytotox	SNCA expr inh	GPT2 inh	IP6K1 inh	HEK293 tox	FLuc inh	HEK293 viab
COCCNc1cc(-c2ccc3ccccc3n2)c2cc[nH]c2n1	u	79%[activator]	i	-6	u	10µM*	-16%
COc1ccccc1CNC(=O)C(=O)NCC(c1cccs1)S(=O)(=O)c1ccc(F)cc1 (configuration not stated)	x	u	x	5	x	x	6%
COc1ccccc1-n1cc(C(=O)N[C@H](c2cnn(C)c2)C2CC(O)C2)cn1 (some centres not stated)	-11%	4%	i	12	-2%	0%	3%
CCN(CC)CC[C@H]1CN(C(=O)Cc2cccs2)CC[C@H]1CC(=O)O	-8%[174 µM]	-8%[87.6 µM]	-12%[88.5 µM]	21	0%[172 µM]	2%[172 µM]	-2%[87.6 µM]
Cc1oc(-c2ccccc2Cl)nc1CS(=O)CC(=O)N1CCN(c2cccc(C(F)(F)F)c2)CC1 (configuration not stated)	x	13µM*	x	11	x	x	u
CN1CCN(c2ccc3ncc(Nc4ccc(Cl)c(C(F)(F)F)c4)n3n2)CC1	u	u	u	-16	79µM*	0%[172 µM]	13%[87.6 µM]
COc1ccc(-c2nccn3cc(C(=O)NCc4cccnc4)nc23)cc1	u	37%[activator]	1%	19	-29%	-5%	-22%
COc1ccc(Cl)cc1NC(=O)c1cc(S(=O)(=O)NC2CCCCCC2)ccc1F	x	-8%	x	16	x	x	11%
CCc1cccc(NC(=O)Cn2c(-c3cnccn3)nc(C)c(CCO)c2=O)c1	-7%	-15%	-3%	-4	-16%	-2%	-2%
COc1ccccc1-c1ccc2c(n1)CN(CC(=O)N1CCCC1)C(=O)CO2	u	-11%[87.6 µM]	i	-9	-1%[172 µM]	-3%[172 µM]	2%[87.6 µM]
COC1CC(=O)CCC(C)OC(=O)CC1O (configuration not stated)	x	x	i	3	x	x	12%
